sEH inh – soluble epoxide hydrolase inhibitors, primary screen, biochemical, human sEH; inhibition, % at 2 µM; Bifunctional epoxide hydrolase 2 (Homo sapiens), P34913; recombinant human sEH enzymatic activity assay; 91,000 tested, 0.34% active; in the data active = inhibition above about 80%; note: values of inactives mirror those of a sister screen read the other way; many of its hits are not listed in these tables
VCAM1 TNFa inh – inhibitors of TNFa-induced VCAM1 expression, primary screen, imaging, HUVEC, TNFa stimulus, immunofluorescence; HUVEC TNFa-induced VCAM-1 immunofluorescence, high-content imaging; inhibition, % at 2 µM; 95,000 tested, 0.48% active;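 active = inhibition above the batch mean plus 3 SD, with images confirmed as a hit by eye, cut at about 37% in these data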;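 note: 0% = TNF-stimulated DMSO wells and 100% = unstimulated control wells; not every result past the cut was called active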
TNFa cytotox – cytotoxicity in TNFa-stimulated HUVEC, primary screen, cytotoxicity control for VCAM1 expression modulator project, imaging, Hoechst nuclei count; cell count reduction, % at 2 µM; AID 848, 2007; 93,000 tested, 0.17% active; HUVEC TNFalpha-stimulated, Hoechst cell count;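 active = cell count reduction exceeding the screen mean by over 5 SD, scaled to untreated wells per plate, cut at about 78% in these data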;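 note: cells counted after 24 h of TNF alpha exposure following the 1 h pretreatment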
Plk1 PBD FP – Plk1 polo box domain binding inhibitors, primary screen, biochemical, fluorescence polarization; 97,000 tested, 0.13% active; inhibition, %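 (tested at about 20 µM)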; Serine/threonine-protein kinase PLK1 (Homo sapiens), P53350; Plk1 PBD phosphopeptide binding; in the data active = inhibition above about 34%, passing the limit was not always enough
F-actin modifier – modifiers of F-actin cytoskeleton organization, primary screen, imaging, HUVEC, phalloidin staining, high-content imaging. HUVEC TNFa F-actin phalloidin imaging. inhibition, % at 2 µM. 91,000 tested, 0.18% active;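 active = inhibition above the batch mean plus 3 SD and confirmed as a hit by visual image inspection, cut at about 30% in these data, passing the limit was not always enough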; note: strong numbers were not always called active
hDAT+cocaine – changed hDAT dopamine uptake under cocaine IC80, either direction, primary screen, cocaine antagonist project, cell-based, LLC-PK1 hDAT, [14C]-dopamine uptake, MLSMR; LLC-PK1 hDAT cells, [14C]-dopamine uptake with cocaine IC80; actives deviate in either direction; AID 449768, 2010; 110,000 tested, 1.3% active; B-score at 10 µM;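 active = Z score or B-score, a plate-position-corrected score, falls beyond the plate's 99.7% confidence bounds, in either direction; inactive = both scores lie inside the 99.7% bounds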;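 note: scored against the spread of the other compound wells on the same plate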
Target sequence (Q01959 whole entry, looked up): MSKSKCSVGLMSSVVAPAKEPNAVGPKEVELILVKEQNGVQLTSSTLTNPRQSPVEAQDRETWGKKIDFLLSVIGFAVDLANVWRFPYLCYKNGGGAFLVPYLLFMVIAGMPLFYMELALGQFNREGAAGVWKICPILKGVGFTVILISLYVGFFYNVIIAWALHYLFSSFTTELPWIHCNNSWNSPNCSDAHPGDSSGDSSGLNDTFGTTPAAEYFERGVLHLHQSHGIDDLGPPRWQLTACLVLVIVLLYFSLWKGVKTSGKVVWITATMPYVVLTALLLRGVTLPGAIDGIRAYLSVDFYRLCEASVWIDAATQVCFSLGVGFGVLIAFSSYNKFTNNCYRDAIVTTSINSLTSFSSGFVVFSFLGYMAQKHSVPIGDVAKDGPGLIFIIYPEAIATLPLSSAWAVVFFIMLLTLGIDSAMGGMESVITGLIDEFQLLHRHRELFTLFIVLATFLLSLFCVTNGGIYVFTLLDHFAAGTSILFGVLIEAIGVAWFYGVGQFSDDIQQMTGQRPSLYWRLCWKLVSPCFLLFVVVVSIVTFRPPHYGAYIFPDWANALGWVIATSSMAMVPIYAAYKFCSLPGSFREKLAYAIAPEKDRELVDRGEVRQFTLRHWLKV
Ecoli WT expand – growth inhibitors of wild-type E. coli, primary screen, strain BW25113, expanded library, OD600; AID 710, 2007; 98,000 tested, 0.15% active; OD600 absorbance; growth inhibition, % at 100 µM;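 active = growth inhibition above about 50% at one test dose, limit read from the data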;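 note: growth measured after 20 h incubation at 37 °C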
PLK1 kinase inh – human PLK1 kinase inhibitors, primary screen, biochemical, TR-FRET. AID 619, 2007. Serine/threonine-protein kinase PLK1 (Homo sapiens), P53350. inhibition, % at 10 µM. 97,000 tested, 0.53% active. recombinant PLK1 kinase, TR-FRET peptide phosphorylation;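 active = inhibition of 50% or more in the single-concentration screen; inactive = inhibition below 50%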;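 note: 0% = DMSO max control and 100% = H-89 dihydrochloride min control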
IL1B cytotox – cytotoxicity in IL-1B stimulated HUVEC, primary screen, cytotoxicity control for IL-1B NFkB translocation project, imaging, Hoechst nuclear count, IL-1B stimulus; HUVEC cell count loss; cell count reduction, % at 2 µM; 94,000 tested, 0.41% active;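 active = cell count reduction more than 3 SD above the screen-wide mean, cut at about 70% in these data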;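 note: normalized per plate to untreated control cells as the no-loss baseline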
Starred values were filed as active, the others as inactive.

For COC(=O)c1sc(NC(=O)c2ccc(OC)cc2OC)nc1C the results were sEH inh -5, VCAM1 TNFa inh -14, TNFa cytotox 1, Plk1 PBD FP -3, F-actin modifier -10, hDAT+cocaine -0.66, PLK1 kinase inh -14 and IL1B cytotox -16.
`Cc1[nH]nc(N2CCCCCC2)c1[N+](=O)[O-]` gave sEH inh -2, VCAM1 TNFa inh -7, TNFa cytotox 11, Plk1 PBD FP 24, F-actin modifier 12, hDAT+cocaine 0.083, Ecoli WT expand -1, PLK1 kinase inh 11 and IL1B cytotox -16.
`CCCNC(=O)C1CCN(c2nc(C)cc(C)n2)CC1` gave sEH inh 9, VCAM1 TNFa inh 14, TNFa cytotox -21, Plk1 PBD FP 6, F-actin modifier 4, hDAT+cocaine 0.25, Ecoli WT expand 7, PLK1 kinase inh -5 and IL1B cytotox -39.
Screening CC1CCC(C(=O)NC(C(=O)NCCN2CCC(C)CC2)C(C)C)CC1 (stereo unspecified) returned sEH inh -11, VCAM1 TNFa inh 20, TNFa cytotox -13, Plk1 PBD FP 8, F-actin modifier 7, hDAT+cocaine 0.012, Ecoli WT expand 7, PLK1 kinase inh -11 and IL1B cytotox -25.
COc1ccc(OC)c(-c2nnc(SCC(=O)N3CCCc4ccccc43)o2)c1 was read as sEH inh 1, VCAM1 TNFa inh 22, TNFa cytotox 3, Plk1 PBD FP -7, F-actin modifier -3, hDAT+cocaine 0.61, Ecoli WT expand -15, PLK1 kinase inh -15 and IL1B cytotox -13.
Screening COc1ccc(/C=N/n2c(=S)n(C)c3ccccc32)cc1OC returned sEH inh 10, VCAM1 TNFa inh 11, TNFa cytotox -9, Plk1 PBD FP -22, F-actin modifier 2, hDAT+cocaine 1.2, Ecoli WT expand -7, PLK1 kinase inh -3 and IL1B cytotox -39.
For COc1ccccc1-c1nnc(-c2ccc(N3CCOCC3)cc2)o1 the results were sEH inh 0, VCAM1 TNFa inh 2, TNFa cytotox -20, Plk1 PBD FP -6, F-actin modifier -5, hDAT+cocaine 1.8, PLK1 kinase inh -13 and IL1B cytotox -2.
Screening CCOC(=O)Cc1nn(C)c(=O)c2ccccc12 returned sEH inh -4, VCAM1 TNFa inh 4, TNFa cytotox 6, Plk1 PBD FP 11, F-actin modifier -20, hDAT+cocaine 0.25, Ecoli WT expand 0, PLK1 kinase inh -4 and IL1B cytotox 30.
O=C(CCCc1c[nH]c2ccccc12)N1CCOCC1 was read as sEH inh -1, VCAM1 TNFa inh -7, TNFa cytotox -4, Plk1 PBD FP 8, F-actin modifier -32, hDAT+cocaine 1.1, Ecoli WT expand 3, PLK1 kinase inh -11 and IL1B cytotox -4.
`C=CCN1C(=O)/C(=C2/Sc3ccccc3N2CCCS(=O)(=O)O)SC1=S` gave VCAM1 TNFa inh 0, TNFa cytotox -37, Plk1 PBD FP -2, F-actin modifier 65*, hDAT+cocaine -0.88, Ecoli WT expand -1, PLK1 kinase inh -15 and IL1B cytotox -16.
COc1ccc(C(=O)/C=C\c2ccc(NC(=O)c3cccs3)cc2)cc1 was read as sEH inh 14, VCAM1 TNFa inh -16, TNFa cytotox -22, Plk1 PBD FP -7, F-actin modifier 11, hDAT+cocaine -1.1, Ecoli WT expand -13, PLK1 kinase inh -6 and IL1B cytotox -33.
For Cn1nnnc1SCC(=O)N1c2ccccc2Sc2ccccc21 the results were sEH inh 11, VCAM1 TNFa inh 4, TNFa cytotox 31, Plk1 PBD FP 14, F-actin modifier 49, hDAT+cocaine -0.039, Ecoli WT expand 6, PLK1 kinase inh -7 and IL1B cytotox 0.
Screening Clc1ccc(CSc2nnc(-c3ccncc3)o2)c(Cl)c1 returned sEH inh -6, VCAM1 TNFa inh 6, TNFa cytotox -10, Plk1 PBD FP 7, F-actin modifier -40, hDAT+cocaine -0.39, Ecoli WT expand -5, PLK1 kinase inh 39 and IL1B cytotox -34.
O=c1[nH]c(=O)n(Cc2ccco2)c2c1C(C(F)(F)F)(C(F)(F)F)N=C(C1CCCCC1)N2 was read as sEH inh 4, VCAM1 TNFa inh 4, TNFa cytotox -2, Plk1 PBD FP -4, F-actin modifier 14, hDAT+cocaine -1.1, Ecoli WT expand -10, PLK1 kinase inh -16 and IL1B cytotox 1.
CCOC(=O)Cc1nnc(NC(=O)CC)s1 was read as sEH inh -2, VCAM1 TNFa inh 2, TNFa cytotox -12, Plk1 PBD FP 1, F-actin modifier -38, hDAT+cocaine -0.39, Ecoli WT expand -2, PLK1 kinase inh -7 and IL1B cytotox -17.
`COC(=O)c1c(NC(=O)c2ccco2)sc(C(=O)Nc2ccc(F)cc2)c1C` gave sEH inh -2, VCAM1 TNFa inh 3, TNFa cytotox 8, Plk1 PBD FP 7, F-actin modifier 12, hDAT+cocaine -0.81, Ecoli WT expand 1, PLK1 kinase inh 16 and IL1B cytotox 0.
Screening Cc1ccc2c(n1)CC(C)(C)C/C2=N\O returned sEH inh 7, VCAM1 TNFa inh 5, TNFa cytotox -39, Plk1 PBD FP 10, F-actin modifier 11, hDAT+cocaine -1.8, PLK1 kinase inh -13 and IL1B cytotox -33.
FC(F)(F)c1cc(-c2ccco2)nc(NCc2ccco2)n1 was read as sEH inh -13, VCAM1 TNFa inh -5, TNFa cytotox 8, Plk1 PBD FP 11, F-actin modifier 19, hDAT+cocaine 0.85, Ecoli WT expand 8, PLK1 kinase inh -12 and IL1B cytotox 4.
For CCCC(=O)Nc1ccc(C)c(O)c1 the results were sEH inh -13, VCAM1 TNFa inh -2, TNFa cytotox 10, Plk1 PBD FP -3, F-actin modifier -6, hDAT+cocaine -0.83, Ecoli WT expand 6, PLK1 kinase inh -8 and IL1B cytotox 6.
For O=S(=O)(NCCOc1ccccc1Cl)c1ccc2oc3ccccc3c2c1 the results were sEH inh -11, VCAM1 TNFa inh 0, TNFa cytotox -3, Plk1 PBD FP -1, F-actin modifier 28, hDAT+cocaine -0.1, PLK1 kinase inh -2 and IL1B cytotox -8.
O=C(CSC1=Nc2ccccc2C2=NC(CC(=O)NCc3ccco3)C(=O)N12)NCC1CCCO1 (stereo unspecified) was read as sEH inh 6, VCAM1 TNFa inh 2, TNFa cytotox -6, Plk1 PBD FP 0, F-actin modifier 10, hDAT+cocaine 0.22, Ecoli WT expand -5, PLK1 kinase inh -4 and IL1B cytotox -4.
Screening O=C1C2C3C=CC(C3)C2C(=O)N1c1ccncc1 (stereo unspecified) returned sEH inh -3, VCAM1 TNFa inh -9, TNFa cytotox -37, Plk1 PBD FP 27, F-actin modifier -15, Ecoli WT expand 1, PLK1 kinase inh -10 and IL1B cytotox 0.
`Cn1c(=O)oc2cc(S(=O)(=O)N3CCC(C(=O)N4CC=C(c5ccccc5)CC4)CC3)ccc21` gave sEH inh -4, VCAM1 TNFa inh 19, TNFa cytotox -15, Plk1 PBD FP -24, F-actin modifier 0, hDAT+cocaine 0.46, Ecoli WT expand -21, PLK1 kinase inh -7 and IL1B cytotox 8.
For c1ccc2c(c1)ccc1nnc(SCc3ccc4c(c3)OCO4)n12 the results were sEH inh 2, VCAM1 TNFa inh 13, TNFa cytotox -12, Plk1 PBD FP 11, F-actin modifier -1, hDAT+cocaine 0.0015, Ecoli WT expand -8, PLK1 kinase inh 3 and IL1B cytotox -8.
Screening Cc1cccc(NC(=O)CN2CCN(CC(=O)Nc3cccc(C)c3)CC2)c1 returned VCAM1 TNFa inh 2, TNFa cytotox -16, Plk1 PBD FP -11, F-actin modifier 0, hDAT+cocaine -0.023, Ecoli WT expand -1, PLK1 kinase inh -10 and IL1B cytotox -32.
Screening c1ccc(N2CCN(c3ncnc4sc5c(c34)CCC5)CC2)cc1 returned sEH inh -34, VCAM1 TNFa inh 0, TNFa cytotox -1, Plk1 PBD FP -12, F-actin modifier 4, hDAT+cocaine -0.61, Ecoli WT expand -5, PLK1 kinase inh -10 and IL1B cytotox -44.
Cn1c(=O)c(=O)n(C)c2cc(S(=O)(=O)N3CCC(N4CCCCC4)CC3)ccc21 was read as sEH inh 10, VCAM1 TNFa inh 16, TNFa cytotox 28, Plk1 PBD FP -4, F-actin modifier 0, hDAT+cocaine -1.4, PLK1 kinase inh -7 and IL1B cytotox -16.
For COc1ccc(C(CNC(=O)Cc2cc(OC)c(OC)c(OC)c2)N2CCCC2)cc1 (stereo unspecified) the results were VCAM1 TNFa inh -3, TNFa cytotox -22, Plk1 PBD FP -26, F-actin modifier 18, hDAT+cocaine 0.022, PLK1 kinase inh -2 and IL1B cytotox -22.
`COCCn1c(-c2ccc(OC)cc2)nc2oc3cc(OC)ccc3c(=O)c2c1=O` gave sEH inh 1, VCAM1 TNFa inh 7, TNFa cytotox 26, Plk1 PBD FP 26, F-actin modifier 23, hDAT+cocaine 0.32, Ecoli WT expand -11, PLK1 kinase inh -11 and IL1B cytotox 6.
Screening COc1ccc(O)c(/C=N/NC(=O)CSc2nnc(C)n2-c2ccccc2)c1 returned sEH inh 7, VCAM1 TNFa inh -16, TNFa cytotox 0, Plk1 PBD FP -21, F-actin modifier 5, hDAT+cocaine 0.028, Ecoli WT expand -1, PLK1 kinase inh -9 and IL1B cytotox -13.

A draw from above in order of heavy-atom count, high to low.
O=c1[nH]c(=O)n(Cc2ccco2)c2c1C(C(F)(F)F)(C(F)(F)F)N=C(C1CCCCC1)N2 was read as sEH inh 4, VCAM1 TNFa inh 4, TNFa cytotox -2, Plk1 PBD FP -4, F-actin modifier 14, hDAT+cocaine -1.1, Ecoli WT expand -10, PLK1 kinase inh -16 and IL1B cytotox 1.
Cn1c(=O)c(=O)n(C)c2cc(S(=O)(=O)N3CCC(N4CCCCC4)CC3)ccc21 was read as sEH inh 10, VCAM1 TNFa inh 16, TNFa cytotox 28, Plk1 PBD FP -4, F-actin modifier 0, hDAT+cocaine -1.4, PLK1 kinase inh -7 and IL1B cytotox -16.
Screening CC1CCC(C(=O)NC(C(=O)NCCN2CCC(C)CC2)C(C)C)CC1 (stereo unspecified) returned sEH inh -11, VCAM1 TNFa inh 20, TNFa cytotox -13, Plk1 PBD FP 8, F-actin modifier 7, hDAT+cocaine 0.012, Ecoli WT expand 7, PLK1 kinase inh -11 and IL1B cytotox -25.

Going on with the list:
CC(C)Sc1nc2c(cnn2-c2ccc(F)cc2)c(=O)[nH]1 was read as sEH inh 18, VCAM1 TNFa inh -10, TNFa cytotox -15, Plk1 PBD FP -7, F-actin modifier -10, hDAT+cocaine -0.65, Ecoli WT expand -6, PLK1 kinase inh -2 and IL1B cytotox -6.
CCCn1c(SCC(=O)Nc2cc(Cl)ccc2OC)n[nH]c1=O was read as sEH inh 11, VCAM1 TNFa inh 17, TNFa cytotox -21, Plk1 PBD FP -23, F-actin modifier 8, hDAT+cocaine -0.32, Ecoli WT expand 1, PLK1 kinase inh 0 and IL1B cytotox 13.
Screening CC(=O)Nc1ccccc1Nc1cc(C#N)c(C#N)cc1[N+](=O)[O-] returned sEH inh -12, VCAM1 TNFa inh 2, TNFa cytotox -1, Plk1 PBD FP 6, F-actin modifier -8, hDAT+cocaine -1.1, PLK1 kinase inh -11 and IL1B cytotox -8.
`O=S1(=O)c2ccccc2N=NN1Cc1ccc(Cl)c(Cl)c1` gave sEH inh 8, VCAM1 TNFa inh 13, TNFa cytotox -28, Plk1 PBD FP 2, F-actin modifier -1, hDAT+cocaine -0.97, Ecoli WT expand 15, PLK1 kinase inh 6 and IL1B cytotox -36.
